AmpC detergent: inhibitors of E. coli AmpC beta-lactamase with detergent | Potency, µM (doses to about 114 µM), for inactives: at the top dose activity change, negative = inhibition, hits mostly inhibitors | hit rate 0.041% among 370,000 | AmpC hydrolysis of nitrocefin, absorbance 480 nm, 0.01% Triton | P00811;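 further: potency means the concentration at half of the fitted maximal effect; 0% = no-compound wells and -100% = no-enzyme wells; nearly all actives have a fitted effect of over 25% in size; some results filed as inactive show a strong effect at the top dose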
Target sequence (P00811 whole entry, looked up): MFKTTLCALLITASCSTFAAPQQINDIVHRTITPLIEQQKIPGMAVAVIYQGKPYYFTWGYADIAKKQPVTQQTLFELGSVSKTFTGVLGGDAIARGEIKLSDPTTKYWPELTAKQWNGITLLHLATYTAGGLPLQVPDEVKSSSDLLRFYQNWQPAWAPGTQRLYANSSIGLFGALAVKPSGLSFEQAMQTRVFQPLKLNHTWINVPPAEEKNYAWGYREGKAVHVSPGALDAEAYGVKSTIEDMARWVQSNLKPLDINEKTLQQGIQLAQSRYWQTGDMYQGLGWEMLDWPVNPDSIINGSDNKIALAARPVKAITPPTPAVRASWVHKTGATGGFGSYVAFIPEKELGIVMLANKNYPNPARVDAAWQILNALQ
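20 mM phosphate pH 7.0 + 0.01% (detergent screen) or 0.0001% Triton X-100; 5.3 nM AmpC reagent; cpd preinc 15 min RT; nitrocefin (800 uM stock) to start; A480 q20 s × 4 min; Activity was normalised to no-enzyme and no-compound control wells.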
HCMV antiviral: human cytomegalovirus inhibition. HFF cells, HCMV-luciferase reporter, 72 h; stronger effect = lower value. activity change, negative = inhibition, % at 57.5 µM. hit rate 4.5% among 410,000; in the data active means activity change below about -60%; inconclusive means no clear call, values can overlap the other calls; inactive means above about -39%
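Steps: HFFs plated, 16 h 37C; compounds added; HCMV-luciferase added to MOI 1 PFU/cell; 72 h 37C; OneGlo reagent, 5 min room temperature; luminescence read, normalized to controls.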
AmpC inh no detg: AmpC beta-lactamase inhibition without detergent; P00811; AmpC nitrocefin hydrolysis, absorbance 480 nm, 0.0001% Triton; Potency, µM (titrated, usually from 57.1 µM), for the others: at the top dose activity change, negative = inhibition, actives largely listed as inhibitors; hit rate 0.52% among 330,000;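 further: potency means the concentration at half of the fitted maximal effect; plate controls were no compound for no effect and no enzyme for full effect; nearly all actives have a fitted effect of over 20% in size; some results filed as inactive show a strong effect at the top dose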
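AmpC (5.3 nM in the dispensed reagent) in 20 mM phosphate pH 7.0 with 0.01% (detergent screen) or 0.0001% Triton X-100 was preincubated with compounds for 15 min at room temperature. Nitrocefin was then added from an 800 uM solution, and hydrolysis was followed at 480 nm.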
Sm TGR inh: S. mansoni TGR enzyme inhibition | purified TGR, DTNB reduction, TNB absorbance 405 nm | hit rate 3% among 360,000 | Q962Y6 | Potency, µM (series often up to 114 µM), for the others: at the top dose activity change, negative = inhibition, usual class: inhibitors; further: potency means the concentration at half of the fitted maximal effect; nearly all actives have a fitted effect of over 60% in size
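First, TGR (20 nM dispensed) and NADPH were mixed with compound. Second, a 15 min room-temperature incubation followed. Third, further NADPH and then DTNB were added to start the reaction. Finally, TNB absorbance was monitored kinetically.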
FBPA Giardia inh: blocks Giardia fructose-bisphosphate aldolase activity; Potency, µM (highest dose often 59.6 µM), without a hit: at the highest dose activity, negative = inhibition, most hits filed as inhibitors; hit rate 0.71% among 290,000; AID 2451; purified Giardia FBPA; further: potency means the concentration at half of the fitted maximal effect; nearly all actives have a fitted effect of over 55% in size
Target sequence (A8B2U2 whole entry, looked up): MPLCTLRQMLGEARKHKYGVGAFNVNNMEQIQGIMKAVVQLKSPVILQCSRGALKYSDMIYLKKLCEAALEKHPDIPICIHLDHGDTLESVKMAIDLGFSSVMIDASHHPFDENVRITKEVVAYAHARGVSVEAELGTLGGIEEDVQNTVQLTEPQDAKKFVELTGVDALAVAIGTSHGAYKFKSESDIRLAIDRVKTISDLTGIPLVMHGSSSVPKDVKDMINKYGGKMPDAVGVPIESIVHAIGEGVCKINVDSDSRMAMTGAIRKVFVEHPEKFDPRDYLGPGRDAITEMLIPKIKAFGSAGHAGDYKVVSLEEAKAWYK
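Giardia FBPA (40 nM reagent) was preincubated 10 min at RT with compound (up to 57.5 uM final), then substrate plus GAPDH/TPI/NAD/arsenate coupling system with diaphorase/resazurin was added; resorufin fluorescence (525/598 nm) was read after 20 min.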
HCV inh: inhibitors of hepatitis C virus infection | Huh7.5.1 HCVcc-Cre infection, luciferase reporter, 44 h | Potency, µM (top dose mostly 41.8 µM), inactives show at the top dose activity change, negative = inhibition, usual class: inhibitors | hit rate 3.4% among 340,000 | AID 651820; further: potency means the concentration at half of the fitted maximal effect
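Infectious HCV cell culture screen: compound-treated cells (1,000/well, pre-plated 4 h) are infected with HCVcc-Cre at roughly 0.5 moi and grown 44 h. Infection is quantified by luciferase signal after 15 min substrate incubation at room temperature.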
* marks the source's active call; other numbers are inactive results; [ ] = dose if it differs, or a comment. Unless noted, the call rests on the fitted dose curve; in most records, active means well fitted curve in the direction sought with a large enough effect; inconclusive means small, poorly fitted or top-dose-only effect, or another doubt; inactive means no such curve, though single readings can be large; an effect the other way counts as inactive or inconclusive. Unless noted, on the % scale 0 is the no-effect control and ±100 the full control effect.

For Cc1ccc(C(C)NC(=O)Cn2nc(C)c([N+](=O)[O-])c2C)cc1 (stereo unspecified) the results were AmpC detergent inconclusive, HCMV antiviral 2, AmpC inh no detg -16%, Sm TGR inh inconclusive, FBPA Giardia inh 3% and HCV inh 9%.
Screening CC(C)Cn1c(N)c(C(=O)CSc2nc3ccccc3n2C)c(=O)n(C)c1=O returned AmpC detergent 4%, HCMV antiviral 4, AmpC inh no detg -14%, Sm TGR inh 8% and FBPA Giardia inh 0%.
Cc1cc(/C=C2\C(=O)NC(=O)N(c3ccc(F)cc3)C2=O)c(C)n1-c1ccc(C(=O)O)cc1 was read as AmpC detergent -11%, HCMV antiviral 3, AmpC inh no detg -19%, Sm TGR inh -35%, FBPA Giardia inh 0% and HCV inh 3%.
C=CCOc1ccc(/C=C2\N=C(C)OC2=O)cc1OC was read as AmpC detergent -5%, HCMV antiviral 16, AmpC inh no detg -5%, Sm TGR inh 7%, FBPA Giardia inh 0% and HCV inh -1%.
For O=C(C1=C[C@H](c2ccc(C(F)(F)F)cc2)C[C@H](OCCCCO)O1)N1CCN(Cc2ccccc2)CC1 the results were AmpC detergent -6%, HCMV antiviral 14, AmpC inh no detg 188%[activator], Sm TGR inh 35µM*, FBPA Giardia inh -1% and HCV inh -8%.
`Cc1cc(C(=O)CSc2nc(N)cc(=O)[nH]2)c(C)n1CCc1ccc(F)cc1` gave AmpC detergent -13%, HCMV antiviral -82*, AmpC inh no detg -33%, Sm TGR inh 0%, FBPA Giardia inh 4% and HCV inh inconclusive.
Screening COc1cccc(-c2nnc(-c3ccccc3NC(=O)c3ccc(F)cc3F)o2)c1 returned AmpC detergent 1%, HCMV antiviral 17 and Sm TGR inh -1%.
CCOC(=O)N1CCN(C(=O)CSCc2ccc(Cl)cc2)CC1 was read as AmpC detergent 0%, HCMV antiviral 32, AmpC inh no detg 38%, Sm TGR inh -3%, FBPA Giardia inh -1% and HCV inh -15%.
CCC(=O)N1CCc2cc(S(=O)(=O)NC(C(=O)N3CCc4ccccc4C3)C(C)C)ccc21 (stereo unspecified) was read as AmpC detergent -14%, HCMV antiviral -15, AmpC inh no detg 3%, Sm TGR inh -2%, FBPA Giardia inh -8% and HCV inh -3%.
Cc1ccc(NS(=O)(=O)c2ccc3c(c2)CC(=O)N3)cc1Cl was read as AmpC detergent -2%, HCMV antiviral 7, AmpC inh no detg -53% and Sm TGR inh -10%.
`CC(C)(C)[C@@H]1COC(=O)[C@@H](NC(=O)OCC2c3ccccc3-c3ccccc32)C/C=C\C[C@@H](CC(=O)NCCO)C(=O)N1` gave HCMV antiviral -11, AmpC inh no detg -3% and HCV inh 15%.
O=C(Nc1cccs1)N1CCN(c2ncccn2)CC1 was read as AmpC detergent -6%, HCMV antiviral 30, AmpC inh no detg -13%, Sm TGR inh 18µM*, FBPA Giardia inh -5% and HCV inh 2%.
Screening CCC(=O)c1ccc(OCC(=O)OCC(=O)Nc2ccc(C)c(S(=O)(=O)N3CCCCC3)c2)cc1 returned AmpC detergent -6%, HCMV antiviral -6, AmpC inh no detg -31%, Sm TGR inh -9% and HCV inh 0%.
`COc1cccc(/C=C/C(=O)OCC(=O)N(C)CC(=O)Nc2ccccc2Cl)c1OC` gave AmpC detergent 4%, HCMV antiviral -9, AmpC inh no detg 17%, Sm TGR inh -4% and HCV inh inconclusive.
Screening Cc1ccccc1C(=O)N1CCC(C(=O)Nc2ccccc2Cl)CC1 returned AmpC detergent -2%, HCMV antiviral -1, AmpC inh no detg -4%, Sm TGR inh 1% and HCV inh 2%.
Screening CC1(C)[C@H]2CC[C@]1(C)[C@@H](OC(=O)C[N+]1(C)CCOCC1)C2 returned AmpC detergent -4%, HCMV antiviral -16, AmpC inh no detg -10%, Sm TGR inh 16%, FBPA Giardia inh 4% and HCV inh 5%.
Screening COc1ccc(-n2cnnc2SCC(=O)Nc2cc(C)on2)cc1 returned AmpC detergent 4%, HCMV antiviral 8, AmpC inh no detg -17%, Sm TGR inh -5%, FBPA Giardia inh 6% and HCV inh inconclusive.
`Cc1cccc(NC(=O)CSc2nc3ccc(NC(=O)c4ccco4)cc3s2)c1` gave AmpC detergent 16%, HCMV antiviral inconclusive and Sm TGR inh 5%.
`CC(C)CCSc1nc2ccccc2[nH]1` gave AmpC detergent -7%, HCMV antiviral -11, AmpC inh no detg -27%, Sm TGR inh 2%, FBPA Giardia inh -18% and HCV inh -18%.
For CCC(=O)NC(c1cccs1)c1cc([N+](=O)[O-])c2cccnc2c1O (stereo unspecified) the results were AmpC detergent -14%, HCMV antiviral -81*, AmpC inh no detg -30%, Sm TGR inh -19%, FBPA Giardia inh inconclusive and HCV inh inconclusive.

Continued; it opens with the three that closed the last part.
`Cc1cccc(NC(=O)CSc2nc3ccc(NC(=O)c4ccco4)cc3s2)c1` gave AmpC detergent 16%, HCMV antiviral inconclusive and Sm TGR inh 5%.
`CC(C)CCSc1nc2ccccc2[nH]1` gave AmpC detergent -7%, HCMV antiviral -11, AmpC inh no detg -27%, Sm TGR inh 2%, FBPA Giardia inh -18% and HCV inh -18%.
For CCC(=O)NC(c1cccs1)c1cc([N+](=O)[O-])c2cccnc2c1O (stereo unspecified) the results were AmpC detergent -14%, HCMV antiviral -81*, AmpC inh no detg -30%, Sm TGR inh -19%, FBPA Giardia inh inconclusive and HCV inh inconclusive.
Screening CC(=N)c1c(O)c2ccccc2oc1=O returned AmpC detergent 3%, HCMV antiviral 2, AmpC inh no detg 0%, Sm TGR inh 12%, FBPA Giardia inh 2% and HCV inh 2%.
O=C(CSc1n[nH]c(C2CCCC2)n1)NC1CCCC1 was read as AmpC detergent -18%, HCMV antiviral -5, AmpC inh no detg -8%, Sm TGR inh 2%, FBPA Giardia inh 4% and HCV inh 14%.
For Cc1ccc(OC(F)F)c(N2C(=O)C3C4CCC(O4)C3C2=O)c1 (stereo unspecified) the results were AmpC detergent -6%, HCMV antiviral -1, AmpC inh no detg -4%, Sm TGR inh -11% and HCV inh 8%.
`Cc1cc(C)cc(OC(=O)c2snnc2C)c1` gave AmpC detergent -3%, HCMV antiviral 11 and Sm TGR inh -13%.
Screening CCOc1cc(/C=N/NC(=O)c2ccncc2)ccc1OC(=O)c1ccccc1 returned AmpC detergent 3%, HCMV antiviral 12, AmpC inh no detg 80%[activator], Sm TGR inh -16%, FBPA Giardia inh 2% and HCV inh 7%.
For CCN(CC(=O)Nc1c(F)cccc1F)C(=O)CN1C(=O)NC2(CCCC2)C1=O the results were AmpC detergent inconclusive, HCMV antiviral -33, AmpC inh no detg -21%, Sm TGR inh -2% and HCV inh -1%[8.37 µM].
For CCc1nc2oc3ccccc3c(=O)c2c(=O)n1Cc1ccccc1 the results were AmpC detergent inconclusive, HCMV antiviral inconclusive, AmpC inh no detg -15%, Sm TGR inh 2%, FBPA Giardia inh 4% and HCV inh 6%.
Cc1ccc(-c2ccccc2)n1-c1ccc(C(=O)O)cc1 was read as AmpC detergent 3%, HCMV antiviral 26, AmpC inh no detg -50%, Sm TGR inh 50µM*, FBPA Giardia inh 17% and HCV inh 3%.
Screening COc1cc(C(=O)NCCCN2CCCC2=O)cc(Br)c1OCc1ccccc1 returned AmpC detergent 5%, HCMV antiviral -26, AmpC inh no detg 256%[activator], Sm TGR inh -15% and HCV inh inconclusive.
N#CCCn1cc(/C=N/O)c(-c2ccc(Cl)cc2)n1 was read as AmpC detergent inconclusive, HCMV antiviral 51, AmpC inh no detg -10%, Sm TGR inh 15% and HCV inh -7%.
Screening CCOc1ccc(C(=O)NCCN2CCCCC2)c(OCC)c1 returned AmpC detergent -8%, HCMV antiviral -9, AmpC inh no detg 3%, Sm TGR inh -25%, FBPA Giardia inh -3% and HCV inh -20%.
For CC(C)N1CCN(Cc2ccccc2-c2ccco2)CC1CCO (stereo unspecified) the results were AmpC detergent 6%, HCMV antiviral 9, AmpC inh no detg -9%, Sm TGR inh 0%, FBPA Giardia inh 0% and HCV inh 2%.
`Cc1ncc(CN2CCC(n3nccc3NC(=O)c3ccccc3)CC2)s1` gave AmpC detergent -3%, HCMV antiviral 9, AmpC inh no detg 8%, Sm TGR inh 1% and FBPA Giardia inh 2%.
For COc1ccc(CN(CC2CCC(C(=O)O)CC2)C(=S)Nc2cccc(C)c2)cc1 (stereo unspecified) the results were AmpC detergent 13%, HCMV antiviral -37, AmpC inh no detg 13%, Sm TGR inh 6%, FBPA Giardia inh 2% and HCV inh 14%.
`Cc1ccc(OCC(=O)N2CCN(C(=O)c3cccc(F)c3)CC2)cc1` gave AmpC detergent -2%, HCMV antiviral 13, AmpC inh no detg 29%, FBPA Giardia inh 0% and HCV inh 0%.
For OCCN1CCN(C(=S)c2ccc(-c3ccccc3)cc2)CC1 the results were AmpC detergent -2%, HCMV antiviral -79*, AmpC inh no detg 64%[activator], Sm TGR inh 5%, FBPA Giardia inh 11µM* and HCV inh -6%.
For Nc1nc(SCC(=O)Nc2ccccc2)[nH]c(=O)c1-c1ccccc1 the results were AmpC detergent -1%, HCMV antiviral 20, AmpC inh no detg -19%, Sm TGR inh -27%, FBPA Giardia inh 2% and HCV inh 13%.
Screening O=Nc1c(O)n(Cc2ccc(Cl)cc2)c2ccccc12 returned AmpC detergent -3%, HCMV antiviral 19, AmpC inh no detg -39%, Sm TGR inh -8%, FBPA Giardia inh 9% and HCV inh -9%.
Screening COc1ccc(C(=O)CC(=O)C(=O)Nc2ccc(OC)c(Cl)c2)cc1 returned AmpC detergent -7%, HCMV antiviral -3, AmpC inh no detg inconclusive, Sm TGR inh -12%, FBPA Giardia inh 8% and HCV inh -8%.
Screening O=C(NCC(c1ccco1)N1CCc2ccccc2C1)C(=O)Nc1ccc(F)cc1F (stereo unspecified) returned AmpC detergent inconclusive, HCMV antiviral -2, AmpC inh no detg -25%, Sm TGR inh -9% and HCV inh -28%.
For CC(Cc1ccccc1)NCCC(c1ccccc1)c1ccccc1 (stereo unspecified) the results were AmpC detergent inconclusive, HCMV antiviral -91*, AmpC inh no detg -13%, Sm TGR inh -3% and HCV inh 10µM*.
For CC1C[N+](=C2C=C(N3CCOCC3)CC(C)(C)C2)CC(C)O1 (stereo unspecified) the results were AmpC detergent 4%, HCMV antiviral -11, AmpC inh no detg -25%, Sm TGR inh 3%, FBPA Giardia inh -2% and HCV inh 7%.
`CC(=O)C1(c2ccccc2)CCN(C(=O)C2CCC(=O)N(CCc3cccc(F)c3)C2)CC1` (stereo unspecified) gave AmpC detergent 0%, HCMV antiviral -4, AmpC inh no detg 212%[activator], Sm TGR inh inconclusive, FBPA Giardia inh 3% and HCV inh -6%.
Screening CCOC(=O)c1cc(CC)sc1NC(=O)COC(=O)C1CCC1 returned AmpC detergent 3%, HCMV antiviral -6, AmpC inh no detg 0%, Sm TGR inh -6%, FBPA Giardia inh -3% and HCV inh inconclusive.
`CCC1CN(C(=O)Nc2ccc(C(=O)O)cc2)c2cc(Cl)ccc2O1` (stereo unspecified) gave AmpC detergent 0%, HCMV antiviral -16 and Sm TGR inh -1%.

Screens deposited in PubChem by National Center for Advancing Translational Sciences (NCATS).
